Screening results (PubChem BioAssay)
SRC1 inh = inhibits human SRC1 coactivator | Q15788 | HEK293 GAL4-SRC1 luciferase reporter, luminescence | inhibition, % at 3.6 µM | 360,000 compounds, 0.12% hits;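 active = inhibition above the campaign mean plus 3 SD, with each screening campaign given its own cutoff, cut at about 60% in these data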;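 note: 0% = DMSO treated cells and 100% = gossypol at 36 µM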
TROY NFkB inh = TROY signaling inhibition. Q293 LMP1-TROYcd NF-kB luciferase reporter, 4 h. inhibition, % at 10 µM. 360,000 compounds, 0.98% hits;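 active = compounds whose plate-normalised and pattern-corrected inhibition of the luciferase reporter signal at the single screening dose is 50% or more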
NOD2 RIPK2 PPI = blocks binding of human NOD2 to RIPK2 | 360,000 compounds, 0.38% hits | CHO BLA complementation NOD2-RIPK2, CCF4 ratio | inhibition, % at 4.98 µM | O43353; in the data active = inhibition above about 21%;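 note: 0% = vehicle only and 100% = reference blocker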
Target sequence (O43353 whole entry, looked up): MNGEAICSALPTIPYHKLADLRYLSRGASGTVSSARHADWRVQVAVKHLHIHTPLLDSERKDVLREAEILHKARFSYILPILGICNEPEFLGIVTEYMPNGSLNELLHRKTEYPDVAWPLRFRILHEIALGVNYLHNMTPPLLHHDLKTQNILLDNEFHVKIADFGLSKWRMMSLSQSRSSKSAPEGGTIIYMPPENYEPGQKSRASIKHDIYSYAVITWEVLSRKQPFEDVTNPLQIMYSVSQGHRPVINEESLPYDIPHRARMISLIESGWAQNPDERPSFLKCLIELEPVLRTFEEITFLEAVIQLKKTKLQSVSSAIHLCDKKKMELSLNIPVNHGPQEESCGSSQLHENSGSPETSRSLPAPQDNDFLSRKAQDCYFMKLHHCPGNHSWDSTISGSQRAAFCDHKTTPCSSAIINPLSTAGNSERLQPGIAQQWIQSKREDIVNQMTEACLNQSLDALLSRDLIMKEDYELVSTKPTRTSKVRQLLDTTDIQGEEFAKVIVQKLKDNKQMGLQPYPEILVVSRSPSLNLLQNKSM
TWEAK-Fn14 inh = inhibitors of TWEAK-Fn14 interaction signaling | TWEAK-stimulated Fn14 reporter cells, luciferase luminescence, 8 h | inhibition, % at 10 µM | 360,000 compounds, 2% hits | AID 1159606; in the data active = inhibition above about 50%
ABHD5-PLIN5 inh = ABHD5-PLIN5 protein interaction inhibition; inhibition, % at 4 µM; Split G. princeps luciferase complementation, luminescence, 4 h; AID 602281; Q00G26+Q8WTS1; 360,000 compounds, 0.78% hits;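 active = inhibition above the mean inhibition across every tested compound plus 3 SD, cut at about 22% in these data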;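 note: 0% = DMSO only wells and the 100% control is not disclosed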
NR2F2 inh = inhibitors of human COUP-TFII (NR2F2) | P24468 | HEK293T NGFI-A luciferase reporter, luminescence | inhibition, % at 8.6 µM | 370,000 compounds, 0.7% hits | AID 686940;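 active = inhibition above a per-plate cutoff, mean inhibition of test wells between control levels plus 3 SD, cut at about 38% in these data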;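 note: cells cotransfected with COUP-TFII expression vector driving the NGFI-A reporter; 0% = median of COUP-TF2 test wells and 100% = reporter-only cells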
TLR9-MyD88 block = blocks human TLR9 binding to MyD88 | AID 504734 | 340,000 compounds, 0.21% hits | inhibition, % at 4.98 µM | Q9NR96+Q99836 | CHO BLA complementation TLR9-MyD88, CCF4 FRET ratio;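 active = inhibition above the mean over all tested compounds plus 3 SD, cut at about 21% in these data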;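 note: 0% = DMSO only wells and 100% = clavulanate BLA inhibitor control wells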
NCOA2 inhibitor = human SRC2 (NCOA2) inhibition | Q15596 | HEK293 GAL4-SRC2 luciferase reporter, luminescence | inhibition, % at 9 µM | AID 651957 | 370,000 compounds, 0.17% hits;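 active = inhibition above the mean inhibition of all tested compounds plus 3 SD, set per campaign, cut at about 52% in these data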;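 note: 0% = DMSO treated cells and 100% = cells given Gossypol at 36 µM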
NR5A2 inv ag = inverse agonists of human LRH-1 (NR5A2); O00482; HEK293T StAR-luciferase reporter, LRH-1 transfected, 24 h; inhibition, % at 3.6 µM; 360,000 compounds, 0.13% hits; AID 602396;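 active = inhibition above the mean inhibition of all tested compounds plus 3 SD, cut at about 73% in these data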;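 note: 0% = DMSO wells and 100% = reporter-only cells lacking LRH-1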
Target sequence (O00482 whole entry, looked up): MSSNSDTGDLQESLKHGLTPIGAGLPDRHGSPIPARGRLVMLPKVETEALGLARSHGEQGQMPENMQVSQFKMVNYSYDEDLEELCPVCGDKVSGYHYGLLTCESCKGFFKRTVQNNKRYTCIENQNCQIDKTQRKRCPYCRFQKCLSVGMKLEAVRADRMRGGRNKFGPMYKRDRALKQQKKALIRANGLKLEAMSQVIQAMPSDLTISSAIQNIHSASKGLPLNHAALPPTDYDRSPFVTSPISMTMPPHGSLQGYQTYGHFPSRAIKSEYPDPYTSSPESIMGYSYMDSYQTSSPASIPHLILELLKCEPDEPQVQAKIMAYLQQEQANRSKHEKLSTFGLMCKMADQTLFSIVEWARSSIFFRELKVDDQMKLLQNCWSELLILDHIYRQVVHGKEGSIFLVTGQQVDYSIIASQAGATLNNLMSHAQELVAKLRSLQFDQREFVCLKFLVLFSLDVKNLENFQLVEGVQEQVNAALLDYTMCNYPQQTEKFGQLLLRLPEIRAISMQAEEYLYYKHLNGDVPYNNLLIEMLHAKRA
Exocytosis inh = blocks lytic granule exocytosis; TALL-104 LAMP-1 surface exposure, flow cytometry; cells stimulated with thapsigargin and PMA; inhibition, % at 10 µM; 360,000 compounds, 0.66% hits; AID 651702;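 active = inhibition above about 55%, limit read from the data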
SRC3 inh = human NCOA3 inhibition | Q9Y6Q9 | HEK293 GAL4-SRC3 luciferase reporter, luminescence | inhibition, % at 3.6 µM | 360,000 compounds, 0.17% hits | AID 588352;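 active = inhibition above a per-campaign cutoff, the mean of all compounds plus 3 SD, cut at about 60% in these data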;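 note: 0% = DMSO-treated cells and 100% = gossypol-treated cells at 36 µM; higher means less SRC3-driven luciferase light from the GAL4 reporter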
* hit, by the source's call; nt = no result given.

SMILES | SRC1 inh | TROY NFkB inh | NOD2 RIPK2 PPI | TWEAK-Fn14 inh | ABHD5-PLIN5 inh | NR2F2 inh | TLR9-MyD88 block | NCOA2 inhibitor | NR5A2 inv ag | Exocytosis inh | SRC3 inh
CCOC(=O)C(C#N)=C1CCC=C(C)C1 | -15 | -5 | 2 | 8 | -7 | 19 | -7 | -30 | -25 | -2 | -5
CCOc1ccc2nc(N/C(N)=N/C(=S)Nc3cccc(C)c3)nc(C)c2c1 | -12 | -13 | 5 | -3 | -13 | -21 | 8 | -23 | -30 | -1 | 0
COC(=O)c1ccc(C2c3c(oc4ccc(Cl)cc4c3=O)C(=O)N2CCN2CCOCC2)cc1 (stereo unspecified) | -4 | -17 | 1 | 14 | 15 | 20 | -1 | 13 | -20 | -2 | 16
Brc1ccc(CNCC2CCCO2)cc1 (stereo unspecified) | -2 | 0 | -5 | 7 | 1 | 1 | -10 | 16 | 0 | -10 | -38
COc1cccc(OCC(=O)NC2CCS(=O)(=O)C2)c1 (stereo unspecified) | -1 | 20 | -11 | 3 | -9 | -7 | -1 | -9 | -16 | 1 | -8
CCOC(=O)C1(C)CCCN(C(=O)c2c(F)ccc(C)c2F)C1 (stereo unspecified) | 3 | 1 | 2 | -14 | 4 | 4 | nt | -5 | -23 | 13 | -9
Cc1nnsc1C(=O)N/N=C/c1ccccc1 | 15 | -12 | -8 | -16 | -5 | -13 | -5 | -7 | -18 | 1 | 9
CCOC(=O)CSc1nc2c(sc3ccc([N+](=O)[O-])cc32)c(=O)n1Cc1ccco1 | 6 | -4 | 0 | -27 | 2 | 0 | -11 | 24 | -3 | -6 | 10
Nc1nc(N)c2cc(Sc3cccc(C(F)(F)F)c3)ccc2n1 | 13 | 33 | 2 | 6 | 11 | 3 | 9 | 10 | 21 | 31 | 17
COc1ccc(OC)c2c1cc(C(=O)N[C@H](C(=O)N1CCC(C(=O)O)CC1)C(C)C)n2C | -10 | 9 | -4 | 8 | 0 | -20 | -3 | -6 | 1 | -11 | -3
CN(C)c1ccc(C(=O)NCC(c2cccs2)N2CCOCC2)cc1 (stereo unspecified) | -1 | -11 | -2 | -25 | 1 | -21 | 8 | 6 | 14 | 0 | -19
COc1ccc([C@H]2CC(=O)C=C(C#CC(C)(C)C)C2)cc1 | -10 | -24 | -7 | 5 | -5 | -10 | 0 | -37 | -8 | -5 | -21
O=C(Cn1[nH]c(=O)c2ccccc2c1=O)OCC(=O)c1ccc(F)cc1 | -12 | -2 | 0 | -10 | -13 | -4 | -5 | -17 | -8 | -14 | -22
COc1ccc(NC(=O)CNc2cc(S(=O)(=O)N3CCOCC3)ccc2NCC2CCCO2)cc1 (stereo unspecified) | -7 | -3 | -7 | -23 | -2 | 2 | -7 | 11 | -16 | -4 | 2
CN1C(c2ccc(F)cc2)=CS/C1=C(\C#N)c1nnc2n1-c1ccccc1SC2 | 7 | -15 | -21 | -21 | 1 | -10 | 0 | -16 | -4 | 3 | 6

Reprinted from the part before: 2 compounds, followed by the next part.
SMILES | SRC1 inh | TROY NFkB inh | NOD2 RIPK2 PPI | TWEAK-Fn14 inh | ABHD5-PLIN5 inh | NR2F2 inh | TLR9-MyD88 block | NCOA2 inhibitor | NR5A2 inv ag | Exocytosis inh | SRC3 inh
COc1ccc(NC(=O)CNc2cc(S(=O)(=O)N3CCOCC3)ccc2NCC2CCCO2)cc1 (stereo unspecified) | -7 | -3 | -7 | -23 | -2 | 2 | -7 | 11 | -16 | -4 | 2
CN1C(c2ccc(F)cc2)=CS/C1=C(\C#N)c1nnc2n1-c1ccccc1SC2 | 7 | -15 | -21 | -21 | 1 | -10 | 0 | -16 | -4 | 3 | 6
CC(=O)Nc1ccc(NC(=O)C(C)OC(=O)C2CCCC2)cc1 (stereo unspecified) | 3 | -2 | 8 | 3 | -1 | -16 | -2 | -11 | 12 | 7 | 14
Cc1cc(C)cc(NC(=O)CC2Oc3ccc(C)cc3NC2=O)c1 (stereo unspecified) | 0 | -2 | -8 | -18 | -4 | 3 | -2 | -20 | 13 | -6 | -16
Cc1ccc(-c2nc3c(Cl)cc(C(F)(F)F)cn3c2Cc2ccsc2)cc1 | nt | 14 | -13 | 30 | -6 | -6 | nt | -51 | -2 | -1 | nt
COc1ccccc1NC(=O)N1CCC(NC(=O)C2CCCCC2)CC1 | 6 | -28 | -8 | -24 | 1 | -16 | -11 | -9 | -2 | 4 | -3
CCCCNS(=O)(=O)c1ccc(NC(=O)C2c3ccccc3Oc3ccccc32)cc1 | 6 | 1 | 10 | -37 | -15 | -8 | 4 | -2 | 6 | -5 | 16
Cc1cccc(NC(=S)NCCc2ccccn2)c1 | -40 | -19 | 5 | -1 | 8 | 11 | nt | 0 | 0 | 0 | 1
Cc1cc(C)cc(-n2c(=O)c3sccc3n(CC(=O)NCc3ccco3)c2=O)c1 | 8 | -17 | -4 | 16 | -1 | 2 | 1 | 12 | -21 | -3 | 2
COc1ccc([C@@H]2CC=C(C(=O)O)[C@H](c3ccc(F)cc3)N2S(=O)(=O)c2ccccc2C)cc1 | 0 | 8 | 0 | 9 | 3 | 11 | -8 | 7 | 3 | 2 | -9
FC(F)Oc1ccc(/C=N/NC(=S)Nc2cc(C(F)(F)F)ccc2Cl)cc1 | -2 | -8 | 2 | -2 | -2 | -3 | -14 | -1 | 6 | -3 | 16
O=C1C=C(c2ccc(C(=O)O)cc2)C[C@@H](c2ccc(F)cc2)C1 | -63 | -115 | -11 | -28 | 1 | -43 | -8 | -47 | -77 | 2 | -53
COc1cc(C(=O)OCCCN(C)C)cc(OC)c1OC | -7 | -7 | -1 | -16 | 3 | 20 | 0 | -31 | 13 | -4 | 0
COc1ccccc1N1CCN(C(=O)C2c3ccccc3Oc3ccccc32)CC1 | 8 | 24 | 13 | 2 | -3 | -10 | 5 | -6 | 44 | 24 | 20
O=C(Nc1cccc(Cl)c1)c1cnn2cccnc12 | -85 | -23 | 6 | -18 | 0 | -64 | -2 | -29 | -56 | -1 | -70
CC1CCCCN1C(=O)COc1ccc2ccc(=O)oc2c1 (stereo unspecified) | -1 | -18 | 4 | 5 | -1 | -14 | 2 | 13 | -8 | -4 | -23
Cc1cc(C)c(NC(=O)C2CCCN2C)c(C)c1 (stereo unspecified) | 1 | 14 | -4 | 3 | 2 | -5 | 3 | -33 | 8 | -1 | -23
CC1CCCCC1NC(=O)COC(=O)CN1C(=O)c2ccccc2C1=O (stereo unspecified) | -6 | -7 | 8 | 2 | -3 | -2 | 2 | -6 | 9 | 5 | -19
Cc1cccc(C2c3c(n(C)c(=O)n(C)c3=O)N=C3c4ccccc4C(=O)C32)c1 (stereo unspecified) | 15 | 14 | -2 | 4 | 5 | -12 | -5 | -4 | 11 | 0 | 14
Cc1ccoc1C(=O)NCCNC(=O)c1occc1C | 29 | -36 | -6 | -3 | -5 | 12 | -5 | -34 | -10 | -5 | -9
Cc1ccc(-n2ncc3c(=O)n(-c4ccc(C)c(C)c4)c(-c4ccco4)nc32)cc1 | 0 | -20 | 1 | 16 | -4 | 22 | 2 | 6 | 12 | 2 | -6
CCCCCCCCN1C(=O)[C@H](CC(=O)NCc2cccc(C(F)(F)F)c2)C[C@@]2(C(=O)OCC)CCC=C12 | nt | nt | -13 | nt | -2 | 14 | nt | -7 | 24 | -3 | nt
COc1cc(NC(=O)C(=O)NNC(=O)C2CCCCC2)c(OC)cc1Cl | 5 | 16 | 8 | -5 | 0 | 2 | -12 | -15 | -10 | -13 | 2
O=C(CN1C(=O)c2ccccc2C1=O)NCc1ccncc1 | -24 | -4 | 2 | 18 | -3 | 12 | -15 | 17 | 8 | -3 | 1
COc1cc(NC(=O)c2ccccc2[N+](=O)[O-])ccc1NC(=O)c1cc2ccccc2o1 | 8 | 21 | 4 | 11 | -4 | 17 | 3 | -6 | -6 | -4 | -1
O=[N+]([O-])c1ccccc1CNC(Cc1ccccc1)c1ccccc1 (stereo unspecified) | -3 | -1 | 10 | -1 | -2 | 0 | -9 | 16 | 12 | 3 | -17
Cc1ccc(N(C(=O)c2csnn2)C(C(=O)NC2CCCCC2)c2cccnc2)c(C)c1 (stereo unspecified) | -7 | 10 | 1 | 10 | 8 | 6 | 3 | -1 | -2 | 7 | -8
Cc1cc(C)n2cnnc2n1 | -56 | -15 | -2 | -4 | -2 | 14 | nt | 2 | -3 | -3 | 17
COc1ccc(NC(=O)COC(=O)CN2C(=O)C3CC=CCC3C2=O)c([N+](=O)[O-])c1 (stereo unspecified) | 2 | 25 | -7 | 0 | 6 | 0 | -10 | -32 | 32 | 4 | 0
CC1Cc2ccccc2N1S(=O)(=O)c1cccc(C(=O)NCCCn2ccnc2)c1 (stereo unspecified) | -21 | 3 | -9 | 4 | 4 | 0 | -12 | 2 | 3 | 2 | 8
CC1CCCCN1C(=O)c1ccc(C(=O)c2ccccc2)cc1 (stereo unspecified) | -3 | -27 | 0 | 2 | -4 | 14 | 9 | -38 | -6 | -2 | -7
CC(C)Cn1cc(-c2cncc3nccn23)cn1 | 4 | 1 | 13 | 6 | 3 | -5 | nt | 11 | -27 | 0 | 0
CCn1nc(C)cc1C(=O)N1CCCC(N(C)CCc2ccc(OC)c(OC)c2)C1 (stereo unspecified) | -2 | 9 | -16 | 0 | 3 | 8 | -3 | 12 | 13 | 1 | 14
Cc1csc(-c2nc3ccccc3n2C(C)c2nc3ccccc3[nH]2)c1 (stereo unspecified) | nt | nt | -8 | nt | 6 | 2 | nt | 12 | 17 | 4 | nt
CC12CCC(C(=O)N3CCCCCC3)(OC1=O)C2(C)C (stereo unspecified) | 16 | 3 | 2 | -11 | -5 | 20 | -2 | 3 | 0 | 2 | -34
CC(=O)NC(CC(=O)NCC(c1ccco1)N(C)C)c1ccccc1 (stereo unspecified) | 6 | -6 | -1 | -9 | 13 | 3 | 0 | 16 | 3 | -6 | -3
CCOc1ccc(S(=O)(=O)NC(Cc2cnc[nH]2)C(=O)O)cc1 (stereo unspecified) | 6 | -22 | 5 | 15 | 15 | 1 | -2 | -19 | 7 | 0 | 21
Cc1ccc(C(=O)NC(=S)NCC(=O)c2ccccc2)cc1 | -32 | -74 | 4 | -27 | -10 | 0 | 19 | -38 | -7 | -2 | -2
CCN(C(=O)CSc1ccc2ccccc2c1)C1CCS(=O)(=O)C1 (stereo unspecified) | 4 | -11 | -12 | 13 | 1 | -4 | 3 | -8 | -5 | 2 | 9
CN(CC(=O)Nc1ccccc1Br)c1ncnc2sccc12 | -8 | -13 | -6 | 2 | -3 | -3 | -8 | -5 | -13 | -3 | 25
CC1CN(C(=O)N2CCCCC2)CCN1C(=O)N1CCCCC1 (stereo unspecified) | -13 | 5 | -14 | -10 | -4 | 1 | nt | 18 | 5 | 1 | 3
Cc1ccc(C(=O)C2=C(O)C(=O)N(c3ncccn3)C2c2ccccc2F)o1 (stereo unspecified) | 11 | 7 | -2 | 17 | -4 | -10 | 4 | -19 | -2 | -1 | -1

Reformatted: 2 of the compounds above.
SMILES,SRC1 inh,TROY NFkB inh,NOD2 RIPK2 PPI,TWEAK-Fn14 inh,ABHD5-PLIN5 inh,NR2F2 inh,TLR9-MyD88 block,NCOA2 inhibitor,NR5A2 inv ag,Exocytosis inh,SRC3 inh
CC12CCC(C(=O)N3CCCCCC3)(OC1=O)C2(C)C (stereo unspecified),16,3,2,-11,-5,20,-2,3,0,2,-34
CC(=O)NC(CC(=O)NCC(c1ccco1)N(C)C)c1ccccc1 (stereo unspecified),6,-6,-1,-9,13,3,0,16,3,-6,-3

Some of the compounds tested, so the mix of outcomes need not match the whole.
